KLF5 inhibitor: inhibitors of KLF5 expression | inhibition, % at 5 µM | AID 1700 | 0.23% of 290,000 active | DLD-1 KLF5 promoter-luciferase reporter, luminescence;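 active = inhibition above a per-plate limit of that plate's mean compound inhibition plus 3 SD, cut at about 60% in these data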;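 note: 0% = DMSO wells and 100% = LY294002 at 200 µM; higher means less KLF5 promoter-driven luciferase light; inactives centre near -14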
aSyn UTR inh: MLPCN primary screen, SNCA 5' untranslated region. alpha-synuclein 5'UTR reporter, inhibitor activity. inhibition, % (tested at 7.5 µM). 0.82% of 300,000 active. AID 1813; in the data active = inhibition above about 60%; inconclusive = no clear call, values can overlap the other calls;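 note: H4 neuroglioblastoma cells stably carrying SNCA 5'UTR luciferase fusion; 0% = DMSO wells and 100% = positive control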
IEC-6 tox: counter-screen for KLF5 inhibitors: cytotoxicity in IEC-6 cells; IEC-6 cytotoxicity, luminescence viability; inhibition, % at 5 µM; 0.78% of 290,000 active; AID 1825; in the data active = inhibition above about 22%;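 note: 0% = plate median of test compound wells and 100% = cytotoxic reference compound wells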
HSF1 inhib: HSF1 inhibition | AID 2098 | activity change, negative = inhibition, % at 7.5 µM (by protocol) | 0.77% of 300,000 active | NIH3T3-HGL HSE-luciferase, MG132-induced, luminescence 8 h; active compounds read low;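 active = more than half of replicate wells show activity change below -50%, luminescence cut by over half; inconclusive = some wells, but at most half, below -50%; inactive = no replicate well below -50%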;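 note: luciferase reports HSF-1 transcriptional activity via heat shock element; 0% = median of DMSO wells and -100% = zero luminescence signal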
SKKanGAS inh: blocks kanamycin growth of S. pyogenes SKKanGAS strain | AID 1662 | BacTiter-Glo, 6 h | 1.3% of 300,000 active | inhibition, % at 7.5 µM;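 active = mean replicate score, as percent of positive control median, at least 50; inconclusive = mean below 50 but one replicate at or above 50; inactive = mean and every replicate below 50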;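 note: strain carries kanamycin resistance gene driven by streptokinase promoter and grows in 40 µg/ml kanamycin; loss of luminescence reflects streptokinase promoter inhibition or plain growth inhibition; 0% = median of DMSO wells and 100% = positive control at its reference dose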
HSP90 inh: inhibitors of HSP90 luciferase refolding in rabbit reticulocyte lysate; luciferase refolding luminescence, 3 h; inhibition, % at 5.6 µM; 0.91% of 290,000 active;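 active = inhibition above the screen-wide mean plus 3 SD, computed separately per campaign, cut at about 16% in these data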;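 note: 0% = DMSO wells and 100% = 60 µM geldanamycin wells; inhibitors lower the luminescence because luciferase stays unfolded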
HSF1 activator: increases HSF-1 driven luciferase reporter signal. NIH3T3-HGL HSF-1 luciferase reporter, MG132, 8 h; 100% = twice DMSO control signal. activation, % at 9 µM. 1.7% of 300,000 active;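 active = mean replicate activation of at least 50% with a set share of replicates each reaching 50%; inconclusive = only one of those two conditions met; inactive = mean below 50% and too few replicates reaching it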;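 note: 0% = median of the neutral control wells and 100% = twice that signal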
HIF act: HIF pathway transcriptional activation; activation, % at 7.5 µM (by protocol); AID 1910; U2OS HRE-luciferase reporter, luminescence; normalized: DMSO 0%, desferrioxamine 100%; 0.32% of 300,000 active;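 active = mean activation of at least 10% of the iron chelator positive control signal, with at least half of replicates also reaching 10%; inconclusive = mean and replicate majority disagree about reaching 10%; inactive = mean and most replicates under 10%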
Platelet DG rel: modulates dense granule release in human platelets; human platelet-rich plasma, SFLLRN dense granule ATP release, luminescence; inhibition, %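 (compounds screened at 7.5 µM in platelet-rich plasma)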; 0.22% of 300,000 active; AID 1663;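 active = mean replicate score, as percent of positive control, at or above 50; inconclusive = mean below 50 but at least one replicate at or above 50; inactive = mean and every replicate below 50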
AI-2 QS mod: modulates the Vibrio harveyi AI-2 quorum sensing system. Vibrio harveyi JMH597 AI-2 luminescence/OD600 ratio, 9 h; active compounds read low; strain lacks LuxN and CqsS sensors; 0 = neutral-control median. activity change, % at 7.5 µM. 0.4% of 300,000 active. AID 2094; in the data active = activity change below about -75%, passing the limit was not always enough; inconclusive = no clear call, values can overlap the other calls;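 note: luminescence divided by OD600 gain over 9 h not by final OD600 alone; inactives centre near 13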
An asterisk follows results filed as active; ? = inconclusive; / = no result given.

SMILES	KLF5 inhibitor	aSyn UTR inh	IEC-6 tox	HSF1 inhib	SKKanGAS inh	HSP90 inh	HSF1 activator	HIF act	Platelet DG rel	AI-2 QS mod
COc1cccc(CNC(=O)CCS(=O)(=O)c2ccc3c(c2)NC(=O)C(C)S3)c1 (centres undefined)	-19	8	-1	-5	-4	-3	-8	-0.3	7	/
CNC(=O)/C(C#N)=C/c1ccc(OCCOc2ccccc2)cc1	-60	-66	2	3	-10	0	4	-3.7	-3	8
CCCCCN(C(=O)CCC(=O)OCc1cccc(Cl)c1)c1c(N)n(CCCC)c(=O)[nH]c1=O	/	20	/	13	-3	/	15	-0.5	9	5
CCCCn1nc(NC(=O)COC)c2cc3ccc(C)cc3nc21	-14	-10	5	-9	-2	0	-26	-0.9	-5	-2
Cc1nn(CCc2nn[nH]n2)c2nc(C(F)(F)F)cc(C(F)(F)F)c12	-7	4	4	-10	7	-2	-3	0.1	-1	20
C/C(=N\NC(N)=O)c1ccccc1	-20	-6	-2	-5	-19	-5	-14	-0.8	-3	10
CN(C(=O)CSC1=NC2C(N=N1)c1cc(Br)ccc1N2C)C1CCCCC1 (centres undefined)	-5	-15	-1	-3	1	-4	-14	-0.4	-1	6
O=Cc1c(N2CCSCC2)nc2ccccn2c1=O	-24	7	2	-9	2	0	-10	-0.3	19	16
COc1ccc(NC(=O)Nc2nccs2)cc1	-55	-94	15	17	-5	0	31	4.4	10	-2
Cc1ccc(C(=O)NCCSc2ccccc2)cc1S(=O)(=O)Nc1ccccc1	22	46	7	1	-1	5	6	-0.3	3	/
Cc1ccc(S(=O)(=O)N(C)C)cc1NC(=O)c1ccccc1Br	-5	-4	-1	1	-3	0	-15	0.2	0	10
Clc1ccc(-c2ccnc(Oc3ccc4ccccc4c3)n2)cc1	1	10	-2	5	-1	1	-4	-0.2	4	22
COc1cccc(C(=O)N2CCN(C3CCC(c4ccccc4)CC3)CC2)c1OC (centres undefined)	-16	/	2	/	/	4	/	/	/	26
CCc1nccn1CCC(=O)N1CCCC(N2CCN(c3ccccc3F)CC2)C1 (centres undefined)	-18	0	-3	-5	-3	2	-5	0.5	-4	24
O=c1c2c3c(sc2nc2sc(CN4CCCCC4)cn12)CCCC3	-15	-87	-1	12	0	0	24	1.4	-3	-3
COc1ccc([N+](=O)[O-])cc1NC(=O)C(C)Sc1nc(C)c(C)c(C)n1 (centres undefined)	-8	11	-5	11	-4	-7	6	0.0	-7	42
Cc1ccc(C(=O)OCC(=O)NCC2CCCO2)c(C)c1 (centres undefined)	3	-9	0	-9	-2	-5	4	0.1	19	4
CCOc1cccc(NC(=O)CSc2sc3c(O)cc(=O)[nH]c3c2C#N)c1	-21	8	3	-1	31	7	-14	0.1	9	25
Cc1cc(C(=O)Nc2ccccc2N2CCOCC2)ccc1[N+](=O)[O-]	-4	-2	-8	-3	1	-2	35	-0.1	7	17
Cc1c(Cl)cccc1N1C(=O)c2ccccc2C1=O	23	-4	1	-10	-1	5	-25	-0.3	17	25
CCN(CC)S(=O)(=O)N1CCC(C(=O)NCc2ccc3c(c2)OCO3)CC1	-7	18	3	-6	-5	7	11	-13	-2	35
COc1ccc(Cl)cc1C(=O)NCC(c1ccco1)N(C)C (centres undefined)	2	-5	8	-2	-8	0	20	-0.3	-1	/
COc1cccc(CNC(=O)CN(C)S(=O)(=O)c2ccc(Br)s2)c1	-9	9	0	-2	-2	-1	8	-0.9	0	/
Cc1cc(C(=O)Cn2nnc3ccccc3c2=O)c(C)n1-c1ccccc1F	-26	?	-2	-38	5	62*	-48	-0.3	-2	6
Cc1cccc(S(=O)(=O)Nc2nc3ccccc3nc2Nc2ccc3c(c2)OCO3)c1	-3	-4	-3	2	35	3	-6	0.2	8	4
O=C1CC(=O)Nc2cc(S(=O)(=O)NCc3cccs3)ccc2N1	-22	3	5	-5	6	0	-7	0.2	3	9
Fc1cccc(CCN2CCNC[C@H]2Cc2cccc3ccccc23)c1	/	-5	/	0	2	/	-8	-0.1	0	11
COc1ccccc1NC(=O)Cc1noc(CSc2n[nH]c(N)n2)n1	-8	1	2	-7	-2	5	-7	0.1	-2	21
CCCCOc1ccc(C(=O)Nc2ccc(N3CCN(C(=O)C(C)C)CC3)cc2)cc1	-38	-14	-1	5	5	-1	7	0.6	0	25
Nc1nnc(SCC(=O)N2CCc3ccccc3C2)s1	-54	-16	-4	2	4	0	-4	0.1	6	18
COC(=O)c1ccc(OC)c(Cn2c(=O)n(C)c(=O)c3sccc32)c1	-40	22	2	-1	-5	4	-1	0.1	-1	2
O=C(CSc1ccccc1)N1CCCC(N2CCN(c3ccccc3)CC2)C1 (centres undefined)	-8	5	-7	5	-16	-2	1	-0.9	0	8
CC1c2[nH]c3ccccc3c2C[C@H]2C(=O)N(CCCO)CC(=O)N12 (some centres undefined)	-8	8	5	2	6	3	-2	-0.1	-8	43
C=CCn1c(SCC(=O)Nc2cc(C)on2)nc2sc(CC)cc2c1=O	-7	1	0	0	-4	3	1	-0.5	12	8
C=C1CC[C@@H]2[C@](C)(CO)[C@H](O)CC[C@@]2(C)[C@@H]1/C=C/C1=CCOC1=O	-7	-17	3	-5	-6	2	-1	0.2	-1	4
Fc1ccccc1NC(=S)N(CCN1CCCCC1)Cc1ccco1	-4	-6	2	10	-3	4	7	-0.4	1	-5
CCCNC(=O)C(=O)N/N=C/c1ccc(OCc2ccccc2)cc1	-23	-53	-6	0	-4	1	-6	0.7	4	28
O=C(C1CCN(CCCc2ccccc2)CC1)N(CCc1ccccc1)Cc1ccccc1	-13	11	-5	2	-1	-1	1	-0.7	-4	23
O=C(NCc1ccc2c(c1)OCO2)NC12CC3CC(CC(C3)C1)C2	-18	9	-2	0	4	-5	-5	-0.2	-1	14
CCC(=O)c1ccc(OCC(=O)OC(C)C(=O)N2CCc3ccccc32)cc1 (centres undefined)	/	5	/	-1	-8	/	-5	0.1	0	10
Cc1ccc(C2C(C(=O)O)c3ccccc3C(=O)N2C)c(C)c1 (centres undefined)	-18	7	-2	-3	3	0	8	0.3	2	9
CC1=C/C(=C\C=C(C#N)C#N)N(C)c2ccccc21	-11	-102	0	-5	-2	5	14	-0.1	-5	18
CC(C)=C(NC(=O)c1ccccc1)C(=O)N/N=C(\C)c1ccccc1O	-20	-15	4	-6	-12	4	6	-0.4	2	29
O=C(N/N=C/c1ccccc1OCC(=O)N1CCCC1)C(=O)Nc1ccccc1F	-26	-10	6	4	20	-1	6	-0.1	14	44
O=C(Cn1nnc(-c2ccccc2)n1)N/N=C/c1cccc([N+](=O)[O-])c1O	-5	4	4	-46	90*	-1	-48	0.7	3	19
O=C(OCC(=O)c1ccc(Cl)cc1Cl)c1ccc2c(c1)C(=O)N(c1cccc3ncccc13)C2=O	-14	4	2	-1	11	1	6	-0.2	1	12
COc1ccc(NC(=S)NCCCN2CCCC2)cc1	-18	-5	-10	-2	-1	-1	-5	-1.2	7	-4
Cc1cc2nc(C3CCN(Cc4nnnn4Cc4ccccc4)CC3)[nH]c2cc1C	23	74*	72*	15	1	1	12	-0.3	1	30
O=C(Nc1nnc(C2=COCCO2)o1)c1ccc(Br)cc1	-44	3	-8	-9	101*	0	-2	0.4	-4	?
CN(Cc1ccccc1)C(=O)c1cccc(C(=O)N(C)Cc2ccccc2)c1	-63	3	2	1	0	-2	4	0.6	11	8
CCO[C@@H]1OC(C(=O)NC2CC2)=C[C@H](c2ccc3c(c2)OCO3)[C@H]1CCCO	1	2	-2	-2	3	-2	9	0.0	0	6
CCCS(=O)(=O)N1CCCC(C(=O)Oc2ccc(C)c(C)c2)C1 (centres undefined)	-5	-2	-2	-6	-5	4	-11	0.0	-9	2
Cc1ccc(C)c(SCC(=O)Nc2nnc(-c3ccccc3)o2)c1	8	5	-8	-1	82*	-1	19	-4.7	0	14
OC(COc1ccc(OCC(O)CN2CCCCCC2)cc1)CN1CCCCCC1 (centres undefined)	-7	-17	4	-4	-1	-2	-11	0.3	11	14
CCN1C(=O)[C@@H]2[C@@H](c3ccc(-c4ccc5c(c4)OCO5)c(OC)c3)N3CCCC[C@@]3(C(=O)OC)[C@@H]2C1=O	/	29	/	10	7	/	13	0.0	2	14
COc1cc(C2C(C(=O)c3ccc(C)o3)=C(O)C(=O)N2c2cc(C)on2)cc(Br)c1O (centres undefined)	5	-3	0	5	2	4	-1	-0.1	1	12
C[C@]12C(=O)N(c3ccccc3)C(=O)N1[C@@H]1c3ccccc3OC[C@@H]1[C@H]2c1ccccc1	-17	8	0	-4	5	-2	-9	1.2	2	21
COc1ccc(S(=O)(=O)n2nc(OC(=O)c3c(-c4ccccc4Cl)noc3C)cc2N)cc1	-14	7	2	14	4	0	10	-0.5	0	9
O=C(NC(=S)N1CCCCC1c1cccnc1)c1ccc(F)cc1 (centres undefined)	4	4	2	2	99*	-4	3	0.2	4	32
Nc1c(Cl)cc(-c2csc(N3CCCC3c3nc4cc(Cl)c(Cl)cc4n3CCOCCO)n2)cc1Cl (centres undefined)	-25	-14	2	-3	62*	-3	2	-1.8	4	25

The list continues:
SMILES	KLF5 inhibitor	aSyn UTR inh	IEC-6 tox	HSF1 inhib	SKKanGAS inh	HSP90 inh	HSF1 activator	HIF act	Platelet DG rel	AI-2 QS mod
COc1ccccc1NS(=O)(=O)c1cc(C(=O)NCC(c2ccco2)N(C)C)ccc1C (centres undefined)	/	-15	/	-5	5	/	-11	0.4	-4	8
COc1cc(NC(=O)Cc2c(C(=O)O)[nH]c3ccccc23)cc(OC)c1OC	-9	5	-3	-2	-8	-3	4	0.1	-7	17
CC(C)CN(C(=O)CN1CCN(c2ccc([N+](=O)[O-])cc2)CC1)c1c(N)n(CC(C)C)c(=O)[nH]c1=O	-38	8	-4	-2	-4	-3	23	-0.7	0	5
N#Cc1c(N)n[nH]c1-c1cc2c([nH]1)CCCC2	-10	-22	2	-1	-3	-3	-4	0.3	2	16
OC(COc1ccc2cc(Br)ccc2c1)CN1CCOCC1 (centres undefined)	-23	-34	3	19	3	0	19	-10	-2	22
Cc1cc(C(=O)COC(=O)C2=NN(c3ccccc3)C(=O)CC2)c(C)n1CC(F)(F)F	-24	-3	-6	-13	-1	3	-6	-0.5	-13	11
CC(=O)N1/C(=C/c2ccc(N(C)C)cc2)C(=O)c2ccccc21	21	-48	21	-7	-4	18*	-7	-3.7	6	6
CCN(Cc1cnn(C)c1)Cc1nc(C2(c3ccc(C)cc3)CCCC2)no1	-18	14	0	-5	0	-4	16	-0.2	1	18
COC(=O)C(NC(C)=O)(Nc1nc2c(s1)CCCC2)C(F)(F)F (centres undefined)	-10	18	-5	-2	4	-3	9	-0.6	1	41
CC(c1ccco1)N(C(=O)c1ccc(C#N)cc1)c1ccccn1 (centres undefined)	-11	-29	2	6	-8	0	12	0.2	-3	30

Single values from the results shown.
SKKanGAS inh, CCCCCN(C(=O)CCC(=O)OCc1cccc(Cl)c1)c1c(N)n(CCCC)c(=O)[nH]c1=O : -3
HSP90 inh, COc1cccc(CNC(=O)CN(C)S(=O)(=O)c2ccc(Br)s2)c1 : -1
